# proCasp3 act – activators of human procaspase-3 D3A mutant, primary screen, biochemical, absorbance, PC-3 D3A mutant, single concentration | Caspase-3 (Homo sapiens), P42574 | recombinant procaspase-3 D3A, Ac-DEVD-pNA absorbance 405 nm | activation, % at 8.5 µM | 330,000 compounds, 0.11% hits | AID 463141, 2010;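 active = activation above the mean of all tested compounds plus 3 SD, cut at about 21% in these data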;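 also: 0% = DMSO alone and 100% = DMSO wells spiked with extra 5 µM PC-3 D3A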
# Target sequence (P42574 whole entry D9A/D28A/D175A): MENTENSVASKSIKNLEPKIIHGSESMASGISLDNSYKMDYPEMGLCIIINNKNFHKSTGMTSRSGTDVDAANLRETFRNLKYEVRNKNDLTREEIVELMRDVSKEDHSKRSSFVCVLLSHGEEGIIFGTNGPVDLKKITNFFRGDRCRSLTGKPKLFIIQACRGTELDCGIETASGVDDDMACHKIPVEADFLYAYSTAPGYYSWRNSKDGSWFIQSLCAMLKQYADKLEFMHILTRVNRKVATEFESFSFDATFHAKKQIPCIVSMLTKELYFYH
#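 material = Procaspase-3 D3A mutant | probe or stimulus = Ac-DEVD-pNA | compound = single dose, 8.5 µM nominal compound, 0.8% DMSO | timing = 1 h preincubation, 2 h reaction | measured by = 405 nm absorbance of p-nitroaniline, reads at 0 and 120 min | benchmarks = DMSO-only low control, 5 µM PC-3 D3A high control | repeats = singlicate, each compound tested once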
# PAFAH2 FP inh – PAFAH2 enzyme inhibitors, primary screen, biochemical, fluorescence polarization, human; Platelet-activating factor acetylhydrolase 2, cytoplasmic (Homo sapiens), Q99487; recombinant PAFAH2, FP-rhodamine activity probe; inhibition, % at 3.39 µM; 340,000 compounds, 0.99% hits;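 active = inhibition above the mean over all tested compounds plus 3 SD, cut at about 30% in these data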;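 also: inhibitors block probe labeling of enzyme so polarization drops; 0% = enzyme with DMSO and 100% = wells lacking PAFAH2 protein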
# AHR act – AHR activators, primary screen, cell-based, luminescence, luciferase reporter, human; Aryl hydrocarbon receptor (Homo sapiens), P35869; AHR-responsive luciferase reporter cells; activation, % at 5 µM; 320,000 compounds, 2.5% hits; AID 2796, 2010; in the data active = activation above about 47%;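 also: 0% = vehicle wells and 100% = reference agonist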
# Target sequence (P35869 whole entry, looked up): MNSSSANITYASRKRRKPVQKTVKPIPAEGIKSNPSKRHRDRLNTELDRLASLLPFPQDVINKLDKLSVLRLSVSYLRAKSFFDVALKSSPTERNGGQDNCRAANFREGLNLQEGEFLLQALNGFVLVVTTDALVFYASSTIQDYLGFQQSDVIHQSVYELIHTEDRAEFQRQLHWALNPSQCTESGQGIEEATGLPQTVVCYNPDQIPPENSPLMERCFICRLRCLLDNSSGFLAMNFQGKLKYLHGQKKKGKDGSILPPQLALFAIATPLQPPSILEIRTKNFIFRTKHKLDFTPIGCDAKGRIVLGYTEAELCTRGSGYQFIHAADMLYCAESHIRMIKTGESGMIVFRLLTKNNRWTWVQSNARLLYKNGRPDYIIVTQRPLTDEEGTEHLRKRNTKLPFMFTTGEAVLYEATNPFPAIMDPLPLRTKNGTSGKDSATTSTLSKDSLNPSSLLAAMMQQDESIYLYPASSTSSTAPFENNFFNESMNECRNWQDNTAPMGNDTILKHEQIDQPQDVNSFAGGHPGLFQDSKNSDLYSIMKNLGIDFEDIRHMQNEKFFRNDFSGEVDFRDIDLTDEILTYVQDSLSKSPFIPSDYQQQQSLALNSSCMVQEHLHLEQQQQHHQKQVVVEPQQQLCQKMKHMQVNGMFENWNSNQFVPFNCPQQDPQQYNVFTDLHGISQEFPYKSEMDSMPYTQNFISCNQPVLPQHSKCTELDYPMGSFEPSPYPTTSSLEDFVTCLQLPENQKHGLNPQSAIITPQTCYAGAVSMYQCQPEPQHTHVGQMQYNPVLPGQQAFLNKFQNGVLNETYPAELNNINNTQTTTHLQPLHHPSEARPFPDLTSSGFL
# TPT1 inh – Candida albicans TPT1 enzyme inhibitors, primary screen, biochemical, fluorescence polarization | 300,000 compounds, 0.81% hits | inhibition, % at 5 µM | recombinant caTPT1, FP RNA substrate dephosphorylation;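 active = inhibition above the mean of all tested compounds plus 3 SD, set per screening campaign, cut at about 24% in these data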;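 also: plate controls were DMSO alone for no effect and ferristatin control at 100 nM for full effect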
# CTSL1 counter – Fasciola hepatica cathepsin L1 inhibitors, primary screen, counter-screen for PFM18AAP inhibitor project, biochemical, QFRET, fluorogenic peptide substrate; recombinant F. hepatica cathepsin L1, Z-Leu-Arg-MCA fluorescence; inhibition, % at 5.96 µM; 300,000 compounds, 0.49% hits;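 active = inhibition above the mean of all tested compounds plus 3 SD, set per screening campaign, cut at about 17% in these data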;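 also: 0% = plate median of test compound wells and 100% = 1 µM Z-Phe-Ala-diazomethylketone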
# core dimer inh – inhibitors of HCV core protein dimerization, primary screen, biochemical, TR-FRET, high-throughput. TR-FRET GST/Flag-core106 dimerization, 1536-well. inhibition, % at 5 µM. 300,000 compounds, 0.33% hits. AID 1899, 2009;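 active = inhibition above the mean of all tested compounds plus 3 SD, set per screening campaign, cut at about 45% in these data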
#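 System: GST-tagged and Flag-tagged HCV core protein residues 1-106 / Input: core106 proteins, GST 13.5 nM and Flag 17 nM / Buffer or medium: KF-containing HEPES buffer, pH 7.45, DTT, CHAPS, BSA / Probe or stimulus: Eu-anti-GST and XL665-anti-Flag labelled anti-tag antibodies / Schedule: 4 h, 22.5 °C incubation / Technique: TR-FRET 671 and 617 nm emission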
# PP1 counter – PP1-alpha phosphatase inhibitors, primary screen, counter-screen for PP5 inhibitor project, biochemical, fluorescence, OMFP substrate, single point; Serine/threonine-protein phosphatase PP1-alpha catalytic subunit (Homo sapiens), P62136; purified PP1alpha; inhibition, % at 6.7 µM; 320,000 compounds, 0.9% hits;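 active = inhibition above the mean inhibition of all tested compounds plus 3 SD, computed separately for each screening campaign, cut at about 15% in these data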
# PP5 primary – PP5 phosphatase inhibitors, primary screen, biochemical, fluorescence. purified PP5c, OMFP substrate fluorescence. inhibition, % at 6.7 µM. Serine/threonine-protein phosphatase 5 (Homo sapiens), P53041. 320,000 compounds, 0.18% hits;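 active = inhibition above the campaign's mean inhibition across all tested compounds plus 3 SD, cut at about 9.5% in these data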;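 also: 0% = DMSO only and 100% = 100 µM cantharidin control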
# procasp7 counter – procaspase-7 activators, primary screen, counter-screen for procaspase-3 activator project, biochemical, absorbance, HTS, human | activation, % at 8.5 µM | recombinant procaspase-7, Ac-DEVD-pNA absorbance 405 nm; D23A/D198A/D206A triple mutant, cannot self-cleave; scale: DMSO 0, 5 µM enzyme 100 | Caspase-7 (Homo sapiens), P55210 | 330,000 compounds, 0.093% hits;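 active = percent activation above the screen-wide mean plus 3 SD, cut at about 25% in these data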
#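 buffer or medium = Zinc-free HEPES/NaCl buffer, pH 7.4 | material = Procaspase-7 triple mutant (PC-7 D3A) | input = 2 µM procaspase-7 mutant as dispensed | signal = Epi-absorbance of released pNA at 405 nm, two timepoints | timing = 1 h preincubation, 2 h reaction | replicates = singlicate compound testing | evaluation = % activation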
# Starred values were filed as active, the others as inactive; . = no result given.
SMILES,proCasp3 act,PAFAH2 FP inh,AHR act,TPT1 inh,CTSL1 counter,core dimer inh,PP1 counter,PP5 primary,procasp7 counter
CC[C@@H](CC1CCCCC1)C(=O)N(Cc1ccccc1)c1ccccc1,5.3,-0.7,1.1,.,.,.,.,.,7.4
O=S1(=O)CC(N2CCCCC2)C(N2CCCCC2)C1 (stereo unspecified),11.3,3.7,-1.0,-1.8,-2.2,-4.7,1.5,-4.3,1.7
CC(=O)Oc1ccc(/C=C2/Oc3ccccc3C2=O)cc1,-11.7,-9.4,-6.7,7.3,-13.5,-2.4,-0.9,3.3,-7.8
COC(=O)[C@H]1[C@H]2C[C@@H]3c4[nH]c5cc(OC)ccc5c4CCN3C[C@H]2C[C@@H](OC(=O)/C=C/c2cc(OC)c(OC)c(OC)c2)[C@@H]1OC,-1.5,-9.2,12.7,38.4*,10.3,6.6,5.7,5.9,1.8
O=C1CCCCC1C(Nc1ccc(Cl)cc1)c1ccccc1 (stereo unspecified),-4.6,-1.4,-0.9,-2.4,1.8,3.7,-0.5,-1.3,12.4
O=C(COC(=O)c1cc(S(=O)(=O)N2CCOCC2)ccc1F)NCc1ccc2c(c1)OCO2,6.7,0.9,0.3,.,.,.,.,.,-6.8
CCOC(=O)N1CCC(N2CCCC(C(=O)c3cc(F)ccc3OC)C2)CC1 (stereo unspecified),4.0,-1.9,-0.7,-0.4,1.3,-11.2,-2.1,3.8,9.0
Cc1nnc(NCCc2ccccc2)n(N)c1=O,4.6,-0.1,10.2,-2.3,-3.7,-9.1,-3.3,0.5,-8.8
CCOc1ccccc1N/C(=C(/C(Cl)=C(Cl)Cl)[N+](=O)[O-])n1cncn1,1.1,13.5,54.1*,6.8,0.4,38.0,6.2,0.4,-7.1
O=C(CCNc1ccc(Cl)c(C(F)(F)F)c1)c1ccco1,-4.1,-6.3,-1.5,-1.2,6.5,1.1,0.1,6.3,-4.9
CNS(=O)(=O)c1cccc(C(=O)OCC(=O)NCc2ccccc2)c1,0.2,18.1,0.2,2.4,-0.8,-5.5,0.1,-0.9,-7.2
CCOc1ccccc1N1CCN(C(=O)c2cccs2)CC1,3.2,0.1,-0.6,0.7,-1.5,-1.0,0.7,-1.8,4.1
COc1cc2c(cc1NC(=O)c1cccc(S(=O)(=O)N(C)C)c1)oc1ccccc12,1.6,-14.1,79.4*,0.1,4.3,8.7,-0.8,6.1,2.5
CCCOc1ccc(-c2nn(-c3ccccc3)cc2/C=C2\SC(=S)N(C3CCS(=O)(=O)C3)C2=O)cc1 (stereo unspecified),-6.6,0.9,2.5,3.5,2.6,5.8,-0.2,1.2,1.9
O=C(COC(=O)COc1ccccc1)Nc1ccc(Cl)cn1,5.6,-1.9,1.2,.,.,.,-1.2,4.6,-10.1
COC(=O)c1[nH]c2ccc(C)cc2c1NC(=O)CN1CCN(c2ccccc2)CC1,5.7,0.2,19.4,3.0,4.2,4.9,1.3,0.8,-1.7
COc1ccc(OC)c(NC(=O)CCc2nnc3ccc(NCc4ccco4)nn23)c1,0.9,5.5,8.9,1.2,-2.9,23.4,0.6,2.5,-4.0
CCCN(CC(=O)Nc1ccccc1OC)C(=O)c1ccc(=O)[nH]c1,3.7,3.1,5.7,-0.8,-1.3,-2.2,0.7,-1.1,14.0
CC(C)NC(=O)CSc1nc2ccccc2n1-c1ccccc1,4.7,-3.3,1.1,-2.2,6.1,1.8,9.4,3.0,7.7
OCCC1CN(CCCc2ccccc2)CCN1Cc1ccc(F)cc1 (stereo unspecified),-4.3,-6.8,-1.7,1.9,0.2,-3.7,4.6,-0.7,-0.7
Cc1ccc(-c2csc(NC(=O)C[n+]3cc(-c4ccc(C)cc4)n4c3CCC4)n2)cc1,-9.4,-1.1,2.9,2.5,-1.8,5.9,14.6,1.5,2.6
c1ccc2c(c1)C(=NC1CCCCC1)NC2=NC1CCCCC1,6.8,5.0,-2.3,-0.8,-1.3,-3.7,-1.1,4.9,2.2
O=C(NC1CCCCC1)c1cccnc1Sc1ccccc1,5.8,0.9,-0.6,3.4,-2.6,-0.3,-3.9,-0.3,4.2
COc1ccc(N2CCN(C(=O)CN(C)S(=O)(=O)c3ccc4c(c3)c(=O)n(C)c(=O)n4C)CC2)cc1,7.1,1.5,5.0,0.9,4.7,0.1,0.9,-0.2,3.9
COc1ccc(C(=O)Nc2ccc(S(=O)(=O)Nc3cnc4ccccc4n3)cc2)cc1,-0.9,-8.2,-4.7,-0.1,-4.4,8.1,-3.3,1.6,-8.1
# Remaining list, next part.
SMILES,proCasp3 act,PAFAH2 FP inh,AHR act,TPT1 inh,CTSL1 counter,core dimer inh,PP1 counter,PP5 primary,procasp7 counter
Cc1ccccc1OCC(=O)Nc1ccc2c(c1)n(C)c(=O)n2C,7.8,4.2,0.9,0.3,-3.2,1.4,-1.6,3.5,3.4
Cc1cccc(NC(=O)c2cc(-c3ccco3)nc3ccccc23)n1,-26.3,-4.1,12.7,2.7,1.4,4.1,0.2,1.7,-40.5
COCC(C)n1c(C)cc(C(=O)COC(=O)C2=NN(c3ccccc3)C(=O)CC2)c1C (stereo unspecified),0.7,-0.7,-1.4,1.3,-9.6,1.1,-4.4,-1.8,2.4
O=C(CN1C(=O)NC(Cc2c[nH]c3ccccc23)C1=O)Nc1cccc(S(=O)(=O)N2CCOCC2)c1 (stereo unspecified),0.8,-10.4,5.5,-1.6,-5.6,-6.7,-0.3,2.5,-8.3
CCOC(=O)c1ccc(-n2c(CCC(=O)O)ccc2-c2ccccc2)cc1,-2.4,12.5,1.9,3.7,5.6,9.1,1.4,-0.9,-12.9
CS(=O)(=O)c1ccccc1C(=O)Nc1cccc2ncccc12,3.9,-7.7,0.3,-6.8,-2.7,0.6,-1.1,3.0,8.6
CC1CCCN(C(=O)CSc2nnc(-c3cccnc3)n2C2CCCCC2)C1 (stereo unspecified),7.0,5.2,-2.3,-0.7,-2.1,0.6,-6.1,2.3,4.4
C[C@@H](NC(=O)c1nc[nH]c1C(=O)NC1CCN(C(=O)OC(C)(C)C)CC1)c1ccccc1,1.4,3.9,-0.8,.,.,.,-1.2,2.5,-8.3
CC(=O)N(C)c1ccc(NC(=O)Cc2cccc3ccccc23)cc1,4.5,1.9,-5.9,2.5,-5.1,4.6,-11.9,2.0,6.2
CN(C)c1ccc(/C=N/NC(=O)c2ccnn2C)cc1,-4.5,9.7,41.0,0.6,4.4,-8.8,3.9,1.1,5.2
COc1ccc2[nH]cc(C(=O)CN3CCN(C4CCCCC4)CC3)c2c1,-5.8,-4.0,8.9,3.7,-1.7,-1.2,-0.1,-4.7,-8.7
Cc1ccc(NC(=O)c2cc([N+](=O)[O-])ccc2NCc2cccnc2)cc1Cl,-2.1,-10.3,50.8*,0.0,2.9,8.6,12.8,5.0,1.6
COc1ccccc1CN1C[C@@H]2C[C@@H](c3[nH]c4ccc(C)cc4c3C)N3CCC[C@@]23C1=O,-13.4,-1.2,11.9,9.4,-1.3,23.9,2.5,-1.0,-14.5
CCN(CC)CCn1c(N)cc(=O)[nH]c1=O,-0.5,6.0,-1.9,-1.2,-1.6,-9.9,3.3,0.9,-1.2
C=CSc1sc(Cl)c(N(CC)CC)c1[N+](=O)[O-],-7.5,.,-1.7,-2.6,-2.4,30.4,-1.1,1.8,-6.6
COc1ccc(C(CNC(=O)c2cc3ccccc3o2)N2CCCCC2)cc1 (stereo unspecified),1.5,3.3,4.6,1.5,5.5,1.0,-2.8,3.1,-2.9
N#CCN1CCCC(C(N)=O)C1 (stereo unspecified),-0.4,1.0,1.4,-2.5,-3.8,-2.0,-5.7,1.4,7.2
CCN(CC)CCCN(Cc1cc2cc3c(cc2[nH]c1=O)OCCO3)C(=O)Nc1ccccc1,-2.8,3.0,3.4,4.9,0.0,-1.7,-2.7,3.5,1.8
O=C(O)C1Oc2cc3ccccc3cc2O1,-2.0,13.5,5.4,2.8,-0.8,2.6,-1.1,-2.5,-3.5
COCCNC(=O)c1c(N)sc2c1CCCC2,-25.4,.,6.8,14.1,0.7,-5.5,-10.7,-5.4,-28.9
COc1ccc(/C=N/OCC(=O)N2CCCC2)c(OC)c1,-8.8,3.5,6.7,2.2,-3.2,1.8,-2.0,-0.9,2.6
CC(C)(C)C(=O)Nc1ccc(-c2cn3ccsc3n2)cc1,7.4,2.8,-3.3,-2.5,1.8,-0.6,0.5,0.6,4.9
O=C(Nc1ccc(N2C(=O)C3C4C=CC(C4)C3C2=O)cc1Cl)c1cccs1 (stereo unspecified),1.5,-1.3,-0.9,-1.9,-4.8,3.4,-2.3,0.1,4.4
O=C(CCNC(=O)c1ccccc1)NNC(=O)COc1ccccc1Cl,8.4,-5.0,2.4,.,.,.,.,.,-3.8
CCN(c1ccccc1)S(=O)(=O)c1cc(C(=O)NCc2ccco2)ccc1C,1.3,15.3,6.8,.,.,.,-3.0,1.3,7.5
Nc1ccccc1SCC(=O)N1CCc2ccccc21,-5.1,5.1,16.7,-2.9,5.5,3.4,-0.3,1.0,-4.7
CC1(C)Cc2cccc(OCC(=O)Nc3cc(C(F)(F)F)ccc3N3CCOCC3)c2O1,-0.2,4.1,4.1,-2.6,3.8,1.8,1.8,2.4,-2.6
Cc1ccc(-c2nnc(SCC(=O)N/N=C/c3ccc(C)s3)n2-c2ccc(C)cc2)cc1,2.7,-4.0,20.4,-3.2,-0.3,16.9,19.6*,6.0,-4.2

# Fetched by structure from above (5):
SMILES,proCasp3 act,PAFAH2 FP inh,AHR act,TPT1 inh,CTSL1 counter,core dimer inh,PP1 counter,PP5 primary,procasp7 counter
CN(C)c1ccc(/C=N/NC(=O)c2ccnn2C)cc1,-4.5,9.7,41.0,0.6,4.4,-8.8,3.9,1.1,5.2
C[C@@H](NC(=O)c1nc[nH]c1C(=O)NC1CCN(C(=O)OC(C)(C)C)CC1)c1ccccc1,1.4,3.9,-0.8,.,.,.,-1.2,2.5,-8.3
O=C(Nc1ccc(N2C(=O)C3C4C=CC(C4)C3C2=O)cc1Cl)c1cccs1 (stereo unspecified),1.5,-1.3,-0.9,-1.9,-4.8,3.4,-2.3,0.1,4.4
N#CCN1CCCC(C(N)=O)C1 (stereo unspecified),-0.4,1.0,1.4,-2.5,-3.8,-2.0,-5.7,1.4,7.2
O=C(CCNC(=O)c1ccccc1)NNC(=O)COc1ccccc1Cl,8.4,-5.0,2.4,.,.,.,.,.,-3.8

# Source: PubChem BioAssay
